TRPC4 block: blocks the mouse TRPC4 cation channel; AID 2247; Q9QUQ5; B-score at 10 µM; hit rate 0.39% among 300,000; HEK293 TRPC4beta/mu-opioid, DAMGO-evoked Fluo4 calcium flux; stronger effect = lower value;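 active = B-score over 3 SD under the library average, no early fluorescence shift, positive overall ratio signal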
Target sequence (Q9QUQ5 whole entry, looked up): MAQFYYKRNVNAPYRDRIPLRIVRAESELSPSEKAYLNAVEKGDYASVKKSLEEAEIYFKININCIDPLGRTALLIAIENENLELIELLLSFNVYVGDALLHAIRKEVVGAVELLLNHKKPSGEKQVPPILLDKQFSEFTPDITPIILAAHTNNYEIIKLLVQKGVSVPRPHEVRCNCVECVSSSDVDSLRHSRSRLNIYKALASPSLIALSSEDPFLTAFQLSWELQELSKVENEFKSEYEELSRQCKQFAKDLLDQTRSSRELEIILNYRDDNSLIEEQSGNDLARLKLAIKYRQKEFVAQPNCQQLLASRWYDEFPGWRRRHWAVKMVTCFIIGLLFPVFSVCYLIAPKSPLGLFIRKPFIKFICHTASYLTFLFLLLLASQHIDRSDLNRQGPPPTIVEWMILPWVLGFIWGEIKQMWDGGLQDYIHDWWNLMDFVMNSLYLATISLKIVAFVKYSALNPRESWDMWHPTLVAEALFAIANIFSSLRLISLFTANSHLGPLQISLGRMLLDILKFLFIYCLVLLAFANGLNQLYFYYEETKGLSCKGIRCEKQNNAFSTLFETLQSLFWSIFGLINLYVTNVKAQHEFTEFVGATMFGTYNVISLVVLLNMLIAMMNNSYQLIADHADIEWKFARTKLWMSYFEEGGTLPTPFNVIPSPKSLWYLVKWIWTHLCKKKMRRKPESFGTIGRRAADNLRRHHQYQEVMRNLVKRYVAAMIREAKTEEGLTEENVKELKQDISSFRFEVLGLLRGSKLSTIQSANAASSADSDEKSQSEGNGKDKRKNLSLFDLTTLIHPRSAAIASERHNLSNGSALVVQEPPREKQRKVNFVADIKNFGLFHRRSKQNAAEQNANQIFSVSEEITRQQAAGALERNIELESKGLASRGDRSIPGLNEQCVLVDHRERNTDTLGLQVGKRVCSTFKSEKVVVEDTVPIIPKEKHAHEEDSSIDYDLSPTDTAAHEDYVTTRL
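Assay system – HEK293 line stably carrying TRPC4beta and mu-opioid receptor · Doses – single dose · Detection – Fluo4 calcium-dye fluorescence, kinetic read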
TRPC4 agonist: TRPC4 (mouse) channel activation | AID 2237 | B-score at 10 µM | Q9QUQ5 | hit rate 0.49% among 310,000 | HEK293 TRPC4beta/mu-opioid, Fluo4 calcium fluorescence; stronger effect = higher value;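 active = B-score above 5 SD of library B-scores, and initial fluorescence ratio not above library mean plus 5 SD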;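 note: positive B-score marks a calcium rise read as TRPC4 activation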
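Assay system: HEK293 cells stably co-expressing mouse TRPC4beta and mu-opioid receptor / Timing: Fluo4 dye loading 45 min at room temperature, 110 s recording / Signal: Fluo4 calcium-sensitive dye fluorescence, kinetic, 1 Hz baseline / Read-out: integrated baseline-normalised fluorescence ratio, converted to per-well B score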
HIF activator: HIF pathway transcriptional activation | AID 1910 | U2OS HRE-luciferase reporter, luminescence; normalized: DMSO 0%, desferrioxamine 100% | activation, % at 7.5 µM (by protocol) | hit rate 0.32% among 300,000;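 active = mean activation of at least 10% of the iron chelator positive control signal, with at least half of replicates also reaching 10%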
TRPC4 PAM: allosterically enhances the mouse TRPC4 cation channel. HEK293 TRPC4beta/mu-opioid, DAMGO EC20, Fluo-4 Ca2+ flux; stronger effect = higher value. B-score at 10 µM. hit rate 0.42% among 310,000;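 active = B-score of calcium response area above 5 SD of library B-scores, with initial fluorescence ratio within 5 SD of library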;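 note: B-score of integrated fluorescence ratio over time as area under calcium response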
MrgX1 ag: agonists of human MrgX1 receptor; MrgX1-HEK293 cells, Fluo-4 calcium fluorescence, agonist mode; stronger effect = higher value; B-score at 10 µM; Q96LB2; hit rate 0.44% among 310,000;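 active = calcium response B-score plate-corrected fluorescence ratio at least 3 library SD, with starting fluorescence B-score inside 5 SD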
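Test system: HEK293 cells stably expressing human MrgX1 receptor; amount: 15,000 cells per well; doses: compound delivered in addition one of three; times: overnight plating before 1 h dye loading; detection: Fluo-4 NW calcium-flux fluorescence, kinetic read; read-out basis: B-scored fluorescence response ratio; controls: positive and negative controls per plate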
PolyA inhibitor: inhibitors of polyadenylation in S. cerevisiae; S. cerevisiae SKY197-pL101 polyadenylation reporter, beta-gal luminescence; efflux-impaired pdr1/pdr3 knockout yeast; score 100 = 6 SD above DMSO; calls only at 12 µM; hit rate 0.02% among 300,000;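 active = lowest replicate activity score at least 50, where 100 means six control SD above control mean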;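 note: yeast exposed to compound for 9 h at 30 °C; higher score means more reporter readthrough which indicates perturbed polyadenylation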
TRPC6 activator: activators of mouse TRPC6 channel; B-score at 10 µM; HEK293-TRPC6 membrane potential dye fluorescence; stronger effect = higher value; hit rate 0.13% among 310,000;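 active = B-score of the integrated fluorescence ratio above library mean plus 3 SD, and starting fluorescence ratio within library mean plus 5 SD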;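 note: higher score means more depolarization so channel activation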
MrgX1 antag: antagonists of human MrgX1 receptor; Q96LB2; MRGX1-HEK293 calcium flux, Fluo-4, BAM8-22 antagonism; stronger effect = lower value; B-score at 10 µM; hit rate 1.3% among 310,000; AID 588676;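 active = calcium-response B-score plate-corrected more than 3 library SD below zero, starting fluorescence within 5 deviations, no agonist response on first addition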;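 note: peak minus trough fluorescence over baseline after final BAM8-22 challenge near maximal dose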
AI-2 QS modul: Vibrio harveyi AI-2 quorum sensing modulation | Vibrio harveyi JMH597 AI-2 luminescence/OD600 ratio, 9 h; stronger effect = lower value; strain lacks LuxN and CqsS sensors; 0 = neutral-control median | activity change, % at 7.5 µM | hit rate 0.4% among 300,000 | AID 2094; in the data active = activity change below about -75%, passing the limit was not always enough;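 note: luminescence divided by OD600 gain over 9 h not by final OD600 alone; inactives centre near 13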
TRPC6 inh: mouse TRPC6 channel inhibition. B-score at 10 µM. Q61143. HEK293-TRPC6, membrane potential dye, ACh-evoked depolarization; stronger effect = lower value. AID 2553. hit rate 1.1% among 310,000;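 active = B-score under library mean minus 3 SD, initial fluorescence not abnormally high, positive integrated signal ratio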;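 note: B-score derived from integrated fluorescence ratio over the kinetic read; more negative B-score means stronger inhibition of depolarization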
MrgX1 PAM: human MrgX1 positive allosteric modulation, primary screen; MrgX1-HEK293, Fluo-4 calcium flux, FDSS; stronger effect = higher value; B-score at 10 µM; hit rate 0.63% among 310,000; AID 588675;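 active = plate-corrected calcium response at least 3 library SD above typical, normal starting fluorescence, not activating the receptor alone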;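 note: compound read alongside a low EC10 to EC30 dose of BAM8-22 agonist; peak minus trough fluorescence over baseline measured at the second addition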
* marks the source's active call; other numbers are inactive results. Some of the compounds tested; rates above refer to the full screens.

Screening CC(=O)N(C)c1ccc(NC(=O)C(Sc2ccccc2)c2ccccc2)cc1 (stereo not given) returned TRPC4 block inactive, TRPC4 agonist inactive, HIF activator 0.0, TRPC4 PAM inactive, MrgX1 ag inactive, PolyA inhibitor inactive, TRPC6 activator inactive, MrgX1 antag inactive, AI-2 QS modul 23.8, TRPC6 inh inactive and MrgX1 PAM inactive.
Screening COC(=O)/C=C1\SC(=NC(=O)c2cccc(Cl)c2)NC1=O returned TRPC4 block -6*, TRPC4 agonist inactive, TRPC4 PAM inactive, MrgX1 ag inactive, PolyA inhibitor inactive, TRPC6 activator inactive, MrgX1 antag inactive, AI-2 QS modul 28.4, TRPC6 inh inactive and MrgX1 PAM inactive.
`CCOC(=O)c1ccc(NC(=O)CC2SCCNC2=O)cc1` (stereo not given) gave TRPC4 block inactive, TRPC4 agonist inactive, HIF activator 3.2, TRPC4 PAM inactive, MrgX1 ag inactive, PolyA inhibitor inactive, TRPC6 activator inactive, MrgX1 antag inactive, AI-2 QS modul -37.7, TRPC6 inh inactive and MrgX1 PAM inactive.
Screening Cc1ccc(C(=O)OCC(=O)NNC(=O)COc2ccc(Cl)cc2)c(O)c1 returned TRPC4 block inactive, TRPC4 agonist inactive, HIF activator 1.0, TRPC4 PAM inactive, MrgX1 ag inactive, PolyA inhibitor inactive, TRPC6 activator inactive, MrgX1 antag inactive, AI-2 QS modul 21.1, TRPC6 inh inactive and MrgX1 PAM inactive.
For NC(=O)c1cnn(C2CCS(=O)(=O)C2)c1 (stereo not given) the results were TRPC4 block inactive, TRPC4 agonist inactive, HIF activator -0.4, TRPC4 PAM inactive, MrgX1 ag inactive, PolyA inhibitor inactive, TRPC6 activator inactive, MrgX1 antag inactive, AI-2 QS modul 11.7, TRPC6 inh inactive and MrgX1 PAM inactive.
Screening CCOC(=O)Nc1ccc(Cc2ccncc2)cc1 returned TRPC4 block inactive, TRPC4 agonist inactive, HIF activator 2.2, TRPC4 PAM inactive, MrgX1 ag inactive, PolyA inhibitor inactive, TRPC6 activator inactive, MrgX1 antag inactive, AI-2 QS modul -59.8, TRPC6 inh inactive and MrgX1 PAM inactive.
`CCOc1ccc(NC(=O)c2cc3c(C)nc4ccccc4c3o2)cc1` gave TRPC4 block inactive, TRPC4 agonist inactive, HIF activator -0.2, TRPC4 PAM inactive, MrgX1 ag inactive, PolyA inhibitor inactive, TRPC6 activator inactive, MrgX1 antag inactive, AI-2 QS modul 10.6, TRPC6 inh inactive and MrgX1 PAM inactive.
For CC1CN(CCCSc2ccc(Cl)cc2)CC(C)O1 (stereo not given) the results were TRPC4 block inactive, TRPC4 agonist inactive, HIF activator 1.7, TRPC4 PAM inactive, MrgX1 ag inactive, PolyA inhibitor inactive, TRPC6 activator inactive, MrgX1 antag inactive, AI-2 QS modul 11.2, TRPC6 inh inactive and MrgX1 PAM inactive.
COCCCN1C(=O)c2ccc(C(=O)OCC(=O)NCc3ccccc3OC)cc2C1=O was read as TRPC4 block inactive, TRPC4 agonist inactive, HIF activator 1.4, TRPC4 PAM inactive, MrgX1 ag inactive, PolyA inhibitor inactive, TRPC6 activator inactive, MrgX1 antag inactive, AI-2 QS modul 27.7, TRPC6 inh inactive and MrgX1 PAM inactive.
Screening COc1ccc(-c2noc(CSc3nc4ccccc4c(=O)n3-c3ccccc3)n2)cc1 returned TRPC4 block inactive, TRPC4 agonist inactive, HIF activator -0.1, TRPC4 PAM inactive, MrgX1 ag inactive, PolyA inhibitor inactive, TRPC6 activator inactive, MrgX1 antag inactive, AI-2 QS modul 28.7, TRPC6 inh inactive and MrgX1 PAM inactive.
For Cc1ccc(C(CC(=O)c2ccco2)SCCO)cc1 (stereo not given) the results were TRPC4 block inactive, TRPC4 agonist inactive, HIF activator 1.7, TRPC4 PAM inactive, MrgX1 ag inactive, PolyA inhibitor inactive, TRPC6 activator inactive, MrgX1 antag inactive, AI-2 QS modul 8.4, TRPC6 inh inactive and MrgX1 PAM inactive.
CN(CC(=O)Nc1ccc(OC(F)(F)F)cc1)S(=O)(=O)c1cnc[nH]1 was read as TRPC4 block inactive, TRPC4 agonist inactive, HIF activator 1.1, TRPC4 PAM inactive, MrgX1 ag inactive, PolyA inhibitor inactive, TRPC6 activator inactive, MrgX1 antag inactive, AI-2 QS modul -5.0, TRPC6 inh inactive and MrgX1 PAM inactive.
For O=C1CCC(C(=O)NCc2ccc3c(c2)OCO3)N1 (stereo not given) the results were TRPC4 block inactive, TRPC4 agonist inactive, HIF activator -0.5, TRPC4 PAM inactive, MrgX1 ag inactive, PolyA inhibitor inactive, TRPC6 activator inactive, MrgX1 antag inactive, AI-2 QS modul 3.9, TRPC6 inh inactive and MrgX1 PAM inactive.
`O=C(Cc1ccccc1)c1c[nH]c(C(=O)O)c1` gave TRPC4 block inactive, TRPC4 agonist inactive, HIF activator -0.4, TRPC4 PAM inactive, MrgX1 ag inactive, TRPC6 activator inactive, MrgX1 antag inactive, AI-2 QS modul 14.2, TRPC6 inh inactive and MrgX1 PAM inactive.
Screening O=[N+]([O-])/C(=C\Nc1ccccc1)S(=O)(=O)c1ccccc1 returned TRPC4 block inactive, TRPC4 agonist inactive, HIF activator 0.1, TRPC4 PAM inactive, MrgX1 ag inactive, PolyA inhibitor inactive, TRPC6 activator inactive, MrgX1 antag inactive, AI-2 QS modul 23.8, TRPC6 inh inactive and MrgX1 PAM inactive.
For O=C(O)CCCCCN=C1CCc2ccccc2N1 the results were TRPC4 block inactive, TRPC4 agonist inactive, TRPC4 PAM inactive, PolyA inhibitor inactive, TRPC6 activator inactive, AI-2 QS modul 6.7 and TRPC6 inh inactive.
For O=C(O)CCc1nn2c3ccccc3n(Cc3ccccc3F)c2nc1=O the results were TRPC4 block inactive, TRPC4 agonist inactive, HIF activator -0.4, TRPC4 PAM inactive, MrgX1 ag inactive, PolyA inhibitor inactive, TRPC6 activator inactive, MrgX1 antag inactive, AI-2 QS modul 7.7, TRPC6 inh inactive and MrgX1 PAM inactive.
Screening Cc1ccccc1NC(=S)NCC(c1cccnc1)N(C)C (stereo not given) returned TRPC4 block inactive, TRPC4 agonist 136*, HIF activator 0.1, TRPC4 PAM inactive, MrgX1 ag inactive, PolyA inhibitor inactive, TRPC6 activator inactive, MrgX1 antag inactive, AI-2 QS modul 0.2, TRPC6 inh inactive and MrgX1 PAM inactive.
COc1cc(C(=O)OCCCN2CCCN(CCCOC(=O)c3cc(OC)c(OC)c(OC)c3)CC2)cc(OC)c1OC was read as TRPC4 block inactive, TRPC4 agonist inactive, HIF activator 0.2, TRPC4 PAM inactive, MrgX1 ag inactive, PolyA inhibitor inactive, TRPC6 activator inactive, MrgX1 antag inactive, AI-2 QS modul 30.0, TRPC6 inh inactive and MrgX1 PAM inactive.
`Cc1nc(NCCc2ccc(S(N)(=O)=O)cc2)c2c3c(sc2n1)CCC3` gave TRPC4 block inactive, TRPC4 agonist inactive, HIF activator -0.1, TRPC4 PAM inactive, MrgX1 ag inactive, PolyA inhibitor inactive, TRPC6 activator inactive, MrgX1 antag inactive, AI-2 QS modul 21.2, TRPC6 inh inactive and MrgX1 PAM inactive.
Cn1ccnc1C1CCCCN1C(=O)c1cc(COc2ccc(F)cc2Cl)on1 (stereo not given) was read as TRPC4 block inactive, TRPC4 agonist inactive, HIF activator 0.2, TRPC4 PAM inactive, MrgX1 ag inactive, PolyA inhibitor inactive, TRPC6 activator inactive, MrgX1 antag inactive, AI-2 QS modul -11.8, TRPC6 inh inactive and MrgX1 PAM inactive.
CCc1ccccc1N(CC(=O)N/N=C/c1ccc(OC(=O)OC)c(OC)c1)S(C)(=O)=O was read as TRPC4 block inactive, TRPC4 agonist inactive, HIF activator -0.2, TRPC4 PAM inactive, MrgX1 ag inactive, PolyA inhibitor inactive, TRPC6 activator inactive, MrgX1 antag inactive, AI-2 QS modul 10.7, TRPC6 inh inactive and MrgX1 PAM inactive.
Screening C=CCOCC(O)CS(=O)(=O)Cc1ccc(Cl)cc1 (stereo not given) returned TRPC4 block inactive, TRPC4 agonist inactive, HIF activator -0.3, TRPC4 PAM inactive, MrgX1 ag inactive, PolyA inhibitor inactive, TRPC6 activator inactive, MrgX1 antag inactive, AI-2 QS modul 18.3, TRPC6 inh inactive and MrgX1 PAM inactive.
COc1ccccc1NS(=O)(=O)c1ccc(C)c(C(=O)NCCCN2CCCC2=O)c1 was read as TRPC4 block inactive, TRPC4 agonist inactive, HIF activator 0.1, TRPC4 PAM inactive, MrgX1 ag inactive, PolyA inhibitor inactive, TRPC6 activator inactive, MrgX1 antag -9.11*, AI-2 QS modul 0.8, TRPC6 inh inactive and MrgX1 PAM inactive.
Cn1nc(C(F)(F)F)c(C(=O)Nc2cccc(C(F)(F)F)c2)c1SCc1ccc(Cl)cc1 was read as TRPC4 block inactive, TRPC4 agonist inactive, HIF activator -0.1, TRPC4 PAM inactive, MrgX1 ag inactive, PolyA inhibitor inactive, TRPC6 activator inactive, MrgX1 antag inactive, AI-2 QS modul -4.9, TRPC6 inh inactive and MrgX1 PAM inactive.
Screening CCOc1ccc(CC(C(=O)NN)C(=O)NN)cc1CN(C)C returned TRPC4 block inactive, TRPC4 agonist inactive, HIF activator -0.1, TRPC4 PAM inactive, MrgX1 ag inactive, PolyA inhibitor inactive, TRPC6 activator inactive, MrgX1 antag inactive, AI-2 QS modul 0.0, TRPC6 inh inactive and MrgX1 PAM inactive.
COc1ccc(N2CCN(C(=O)NC3CCCCC3)CC2)cc1 was read as TRPC4 block inactive, TRPC4 agonist inactive, HIF activator 0.6, TRPC4 PAM inactive, MrgX1 ag inactive, PolyA inhibitor inactive, TRPC6 activator inactive, MrgX1 antag inactive, AI-2 QS modul 14.4, TRPC6 inh inactive and MrgX1 PAM inactive.
